NadD block: inhibitors of S. aureus NadD, primary screen, biochemical, colorimetric, uHTS; purified NadD enzyme, colorimetric absorbance read-out; inhibition, % at 20 µM; 360,000 compounds, 0.78% hits; Nicotinate-nucleotide adenylyltransferase NadD (Staphylococcus aureus N315); AID 602399, 2012; in the data active means inhibition above about 26%; further: some compounds past the cut are filed as inactive
STEP inh: STEP phosphatase inhibitors, primary screen, biochemical, fluorescence intensity, uHTS | inhibition, % at 20 µM | recombinant STEP, OMFP fluorogenic substrate | Tyrosine-protein phosphatase non-receptor type 5 (Homo sapiens), P54829 | 360,000 compounds, 0.25% hits;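 active means inhibition at 20 µM, scaled per plate between control wells, above about 37%, limit read from the data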;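 further: 0% = DMSO with enzyme and substrate and 100% = substrate only without enzyme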
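Assay system: isolated STEP enzyme / Timing: 20 min at room temperature, dark / Doses: 20 µM, 1% DMSO / Technique: fluorescence intensity, excitation 480 nm, emission 540 nm / Reagent: fluorogenic phosphatase substrate OMFP at 25 µM final / Measure: percent inhibition scaled to no-enzyme and uninhibited-enzyme controls, plate-pattern corrected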
CendR NRP1 mod: modulators of CendR peptide binding to NRP-1, primary screen, biochemical, fluorescence polarization, uHTS | Neuropilin-1 (Homo sapiens), O14786 | FAM-RPARPAR peptide binding to NRP-1 | inhibition, % at 25 µM | 360,000 compounds, 0.85% hits | AID 602438, 2012;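 active means inhibition or corrected inhibition above about 18%, plus a signal ratio from 0.5 to 1.5, limit read from the data, passing the limit was not always enough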; further: strong numbers were not always called active
Target sequence (O14786 whole entry, looked up): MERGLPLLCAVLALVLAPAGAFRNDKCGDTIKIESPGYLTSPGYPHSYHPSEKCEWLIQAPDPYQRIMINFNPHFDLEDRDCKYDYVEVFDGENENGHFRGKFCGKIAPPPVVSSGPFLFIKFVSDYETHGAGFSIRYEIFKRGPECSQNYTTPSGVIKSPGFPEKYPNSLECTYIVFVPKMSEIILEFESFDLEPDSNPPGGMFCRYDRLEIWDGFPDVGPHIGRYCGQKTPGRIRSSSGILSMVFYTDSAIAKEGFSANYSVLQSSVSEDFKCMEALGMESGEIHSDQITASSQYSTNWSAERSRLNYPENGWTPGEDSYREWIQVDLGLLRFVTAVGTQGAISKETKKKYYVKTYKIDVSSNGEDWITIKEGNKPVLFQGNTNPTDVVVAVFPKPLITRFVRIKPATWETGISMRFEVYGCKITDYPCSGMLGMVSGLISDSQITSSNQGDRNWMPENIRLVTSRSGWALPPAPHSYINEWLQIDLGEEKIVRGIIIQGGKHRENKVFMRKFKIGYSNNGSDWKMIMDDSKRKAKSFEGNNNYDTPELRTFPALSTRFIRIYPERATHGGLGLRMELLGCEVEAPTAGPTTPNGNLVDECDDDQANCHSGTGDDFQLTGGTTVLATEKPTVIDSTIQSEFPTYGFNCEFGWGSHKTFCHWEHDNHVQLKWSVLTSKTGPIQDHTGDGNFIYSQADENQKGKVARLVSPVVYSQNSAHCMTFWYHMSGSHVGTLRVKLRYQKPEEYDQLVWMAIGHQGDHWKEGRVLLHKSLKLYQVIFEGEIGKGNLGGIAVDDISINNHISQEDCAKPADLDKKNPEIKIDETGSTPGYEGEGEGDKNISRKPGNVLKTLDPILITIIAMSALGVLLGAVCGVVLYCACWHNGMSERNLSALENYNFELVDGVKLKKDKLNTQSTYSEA
Tb MetRS inh: T. brucei MetRS inhibitors, primary screen, biochemical, luminescence; methionyl-tRNA synthetase (Trypanosoma brucei brucei); purified T. brucei MetRS, ATP depletion, Kinase-Glo luminescence; inhibition, % at 11.9 µM; 360,000 compounds, 0.4% hits;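 active means inhibition above a per-plate cutoff of the control wells' mean inhibition plus 3 SD, cut at about 5.5% in these data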;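 further: 0% = DMSO wells median and 100% = median of wells with control inhibitor compound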
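Material – parasite MetRS enzyme · Medium – HEPES-MgCl2-KCl buffer plus DTT, spermine, BSA, pyrophosphatase · Reagent – ATP, methionine and E. coli bulk tRNA substrates · Times – 15 min enzyme-compound preincubation, 2 h reaction, 10 min detection, 25 °C · Measured by – luminescence of leftover ATP · Evaluation – percent inhibition relative to median high and low control wells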
SKN-1 block: suppressors of acrylamide-induced Pgst-4::GFP reporter in worms, primary screen, SKN-1 inhibitor project, whole organism, uHTS, GFP/RFP fluorescence ratio, strain VP596. C. elegans VP596 Pgst-4::GFP/RFP ratio, 24 h. inhibition, % at 21.8 µM. 360,000 compounds, 0.49% hits;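 active means interference check ratio from 0.5 to 1.5 plus GFP to RFP signal ratio inhibition reaching or exceeding a fixed threshold, cut at about 30% in these data, passing the limit was not always enough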; further: some compounds called inactive have numbers as strong as hits
SUMO1 PPI mod: modulators of SUMO1 protein-protein interactions, primary screen, biochemical, uHTS | SUMO1 binding to a labelled peptide, TR-FRET, 1 h | Small ubiquitin-related modifier 1 (Homo sapiens), P63165 | inhibition, % at 20 µM | 360,000 compounds, 0.33% hits; in the data active means inhibition above about 37%
Target sequence (P63165 whole entry, looked up): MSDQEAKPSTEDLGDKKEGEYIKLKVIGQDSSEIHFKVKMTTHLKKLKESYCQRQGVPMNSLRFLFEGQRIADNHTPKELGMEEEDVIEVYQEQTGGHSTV
DNMT1 inh: human DNMT1 methyltransferase inhibitors, primary screen, biochemical, molecular beacon, fluorescence, HinP1I cleavage, uHTS | inhibition (reported as % activation of signal), % at 10 µM | 360,000 compounds, 0.83% hits | AID 588458, 2011; in the data active means inhibition above about 50%
Scp1 inh: Scp-1 phosphatase inhibitors, primary screen, biochemical, colorimetric, uHTS | Recombinant Scp1, phosphopeptide, malachite green phosphate absorbance | inhibition, % at 20 µM | 340,000 compounds, 0.88% hits | Carboxy-terminal domain RNA polymerase II polypeptide A small phosphatase 1 (Homo …;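 active means inhibition above about 50% at 20 µM, limit read from the data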;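 further: plate controls were DMSO wells with enzyme for no effect and wells lacking enzyme for full effect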
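Material – SCP-1 phosphatase catalytic domain, residues 76-261 · Buffer or medium – Acidic Tris acetate buffer with magnesium and detergent · Also added – Phospho 17-mer peptide substrate · Compound – single 20 µM dose, 1% DMSO · Times – 45 min room-temperature reaction, 5 min colour, 30 min stabiliser · Technique – Phosphate-binding colour reagent, absorbance read at 630 nm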
Neddylation inh: inhibitors of cullin neddylation, primary screen, biochemical, TR-FRET, uHTS, NAE and Ubc12; NEDD8-conjugating enzyme Ubc12 (Homo sapiens) + NEDD8-activating enzyme E1 regulatory …; calls only at 25 µM; 360,000 compounds, 0.58% hits; AID 651699, 2012; in the data active means inhibition above about 36%
LMPTP block: LMPTP phosphatase inhibitors, primary screen, biochemical, fluorescence intensity, uHTS; recombinant LMPTP-A, OMFP fluorogenic substrate; inhibition, % at 20 µM; 360,000 compounds, 0.22% hits;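 active means compounds that cut the enzyme signal by at least half of the control window in the single-dose screen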;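 further: plate controls were DMSO wells with enzyme plus substrate for no effect and substrate without enzyme for full effect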
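Assay system: LMPTP-A enzyme. Input: 0.625 nM LMPTP-A final. Probe or stimulus: 400 µM OMFP. Compound dosing: single 20 µM dose. Schedule: 50 min dark incubation at room temperature. Detection: fluorescence intensity of OMFP turnover product. Read-out: percent inhibition versus substrate-only and uninhibited controls. Benchmarks: no-enzyme low control, uninhibited high control.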
Starred values were filed as active, the others as inactive; i = inactive; . = no result given.

cpd	smiles	NadD block	Scp1 inh	DNMT1 inh	CendR NRP1 mod	LMPTP block
1	O=C(NCc1ccco1)c1ccccc1NS(=O)(=O)c1ccc(Cl)s1	2	-6	3	-17	0.7
2	Cc1cccc(C)c1NC(=S)NC(C)(C)CO	-6	-8	0	3	-2.2
3	Cc1cc(F)ccc1NC(=O)C1CCN(C(=O)Nc2ccccc2)CC1	-2	-5	-2	5	-1.8
4	COc1ccc(CN(C)CC(=O)Nc2cccc(S(=O)(=O)N(C)c3ccccc3)c2)c(OC)c1	-6	-8	-8	12	-0.8
5	COc1ccc(COC(=O)NC(C(=O)O)c2ccccc2)cc1 (stereo unspecified)	-5	5	3	2	-1.9
6	COc1ccc(-n2c(N)c(C(=O)NCc3ccco3)c3nc4ccccc4nc32)cc1	22	1	-9	-13	2.1
7	CC12CCC(=O)N1C(C(=O)NCCN1C(=O)S/C(=C\c3ccccc3Cl)C1=O)CS2 (stereo unspecified)	-7	-6	-1	-4	-0.5
8	O=C1C(=O)N(Cc2cccnc2)C(c2ccccn2)/C1=C(/O)c1ccc(F)cc1 (stereo unspecified)	12	3	-3	2	0.1
9	O=C(CCN1CCN(C(=O)c2ccco2)CC1)Nc1ccc(F)cc1	-26	-7	-2	-10	-3.3
10	O=C(CCSCc1ccc(Cl)cc1)NCc1cccnc1	-1	0	-3	0	-1.2
11	O=C(CCc1nc(-c2ccccc2F)no1)NCc1ccco1	2	-3	6	0	-2.8
12	COc1ccc(OC)c([C@@H]2OCCC=C[C@H]2C)c1	0	-8	4	9	1.3

cpd	Neddylation inh	STEP inh	Tb MetRS inh	SUMO1 PPI mod	SKN-1 block
1	i	-2	0.1	-1	-13
2	i	1	-0.9	2	-1
3	i	1	-0.3	-2	13
4	i	0	0.2	8	3
5	i	-2	-0.5	3	15
6	.	-1	-1.4	-18	8
7	i	1	-0.5	-32	-10
8	i	-8	-0.2	-4	-12
9	i	-2	-0.5	-1	11
10	i	-3	0.6	0	-3
11	i	3	0.2	6	8
12	i	0	-0.2	1	5

The closing three entries of the section before come first, to join the parts.
cpd	smiles	NadD block	Scp1 inh	DNMT1 inh	CendR NRP1 mod	LMPTP block
10	O=C(CCSCc1ccc(Cl)cc1)NCc1cccnc1	-1	0	-3	0	-1.2
11	O=C(CCc1nc(-c2ccccc2F)no1)NCc1ccco1	2	-3	6	0	-2.8
12	COc1ccc(OC)c([C@@H]2OCCC=C[C@H]2C)c1	0	-8	4	9	1.3
13	CC(=O)Nc1cccc(C(=O)NCC2(N3CCCCC3)CCCCC2)c1	-3	-5	0	-1	-0.6
14	COc1cccc(/C=C2/Sc3ccc(C(=O)NCCN4CCCCCC4)cc3NC2=O)c1	42*	6	7	5	1.4
15	CC1(c2nnc(-c3ccc(Cl)cc3)o2)CC(c2ccncc2)=NO1 (stereo unspecified)	-11	-1	0	10	-2.0
16	COc1ccc(C2CC(=O)Oc3cc(C)c(Cl)cc32)cc1 (stereo unspecified)	-2	-12	0	-8	1.0
17	COC(=O)C1=C(C)Nc2[nH]c(=S)[nH]c(=O)c2C1c1ccc(O)cc1 (stereo unspecified)	0	-7	3	2	-1.7
18	COc1ccc(NC(=O)c2ccccc2NC(=O)CSc2ccccc2)cc1	-7	-5	3	-4	-1.4
19	CN(CC(=O)Nc1ccccc1Cl)C(=O)Cn1nnc(-c2ccc(F)cc2)n1	0	32	-5	7	1.8
20	O=C(NCc1cccc(C(F)(F)F)c1)c1cccc(S(=O)(=O)NCc2ccccc2)c1	0	-8	-8	3	2.6
21	O=C(NCCC(=O)N1O[C@@H]2C=C[C@H]1C2)OCC1c2ccccc2-c2ccccc21	2	-1	2	-9	0.3
22	CC1Cc2ccccc2N1C(=O)COC(=O)c1n[nH]c(=O)c2ccccc12 (stereo unspecified)	-2	0	3	-10	-0.3
23	Cc1ccccc1Cn1nc(C)c(NC(=O)c2cc3n(n2)C(C(F)F)CC(C(F)F)N3)c1C (stereo unspecified)	0	1	-4	-3	-1.9
24	S=c1[nH]nc(-c2ccccc2Cl)n1Cc1ccccc1	-2	-3	0	8	-2.2

cpd	Neddylation inh	STEP inh	Tb MetRS inh	SUMO1 PPI mod	SKN-1 block
10	i	-3	0.6	0	-3
11	i	3	0.2	6	8
12	i	0	-0.2	1	5
13	i	0	-0.1	1	13
14	i	1	0.2	-72	10
15	i	-1	-0.3	-1	-4
16	i	0	1.1	10	8
17	i	-3	-0.5	8	6
18	i	-3	-0.2	-1	-2
19	i	-1	-0.4	-1	-5
20	i	-1	23*	2	18
21	i	3	-1.0	-13	18
22	i	1	-0.4	-14	1
23	i	-2	-1.5	-1	12
24	i	-1	0.1	0	10

(list continues)
cpd	smiles	NadD block	Scp1 inh	DNMT1 inh	CendR NRP1 mod	LMPTP block
25	CC(C)(C)Cc1nnc(NC(=O)CCC2CCCCC2)s1	-3	-9	0	-5	-1.8
26	COc1cccc(/C=C2\CCC(C3CCCC3)C2=O)c1OC (stereo unspecified)	-5	-14	3	0	2.9
27	O=C(COC(=O)C1CCN(C(=O)c2ccc(Cl)cc2)CC1)NC1CCS(=O)(=O)C1 (stereo unspecified)	0	2	0	4	0.4
28	COc1ccc(Cc2noc(CN3CCN(Cc4csc(C)n4)CC3)n2)cc1OC	2	-4	-8	1	-0.8
29	CCS(=O)(=O)Nc1ccc(C2=NN(C(=O)c3ccco3)C(c3ccco3)C2)cc1 (stereo unspecified)	0	-6	-2	-14	1.1
30	NC(=O)N/N=C/CCc1ccccc1	8	-7	1	-1	-1.2
31	CN(NC(=O)c1ccccc1)C1=NS(=O)(=O)c2ccccc21	-8	-3	0	-2	0.0
32	CCOc1ccc(N/N=C(/C#N)C(N)=O)cc1	-5	-6	-3	-2	-0.8
33	CC(C)Oc1cc(F)ccc1-c1cc(C(=O)Nc2cccc(Cl)c2)[nH]n1	1	.	-16	-9	3.2
34	COCCn1c(=S)[nH]c2cc(C(=O)N3CCN(C4CCCCC4)CC3)ccc2c1=O	-6	.	10	0	-2.4
35	COc1ccc(C(C)(NC(C)=O)c2nc(-c3ccccc3OC)cs2)cc1 (stereo unspecified)	3	.	-4	9	-1.2
36	CC1=C(C)/C(=N\OS(=O)(=O)c2ccc(C)cc2)C=CC1=O	-5	-7	-2	4	-1.5

cpd	Neddylation inh	STEP inh	Tb MetRS inh	SUMO1 PPI mod	SKN-1 block
25	i	1	-1.3	-3	-1
26	i	4	-0.2	-26	25
27	i	-2	-0.3	4	-4
28	i	0	-0.1	1	-15
29	i	0	-0.4	-11	15
30	i	-1	-0.1	-1	1
31	i	0	-0.7	2	12
32	i	-3	-0.4	-16	10
33	i	-2	-0.3	0	9
34	i	0	-0.1	1	-3
35	i	0	-0.1	3	7
36	i	0	-0.8	-3	-3

Following part:
cpd	smiles	NadD block	Scp1 inh	DNMT1 inh	CendR NRP1 mod	LMPTP block
37	CCCS(=O)(=O)NC(=O)C1(C)CCN(C(=O)c2ccc(SC(F)(F)F)cc2)C1 (stereo unspecified)	4	.	4	-3	-2.1
38	CCC(C)(C)NC(=O)C(c1cccc(OC)c1OC)N(CC(C)C)C(=O)CCC(=O)Nc1cc(C)on1 (stereo unspecified)	0	-6	5	0	-0.2
39	CCN(CC(=O)NCc1cccs1)C(=O)/C=C/c1cccc(Br)c1	0	-5	2	-10	-0.1
40	CCOc1ccc(NC2C=CS(=O)(=O)C2)cc1 (stereo unspecified)	5	3	-4	-3	-1.0
41	N#Cc1ccccc1NC(=O)CNc1ccc(Cl)c(C(F)(F)F)c1	-3	-7	2	8	0.8
42	CC(CCc1ccccc1)NC(=O)C1CCCN(c2nnc(-n3cccc3)s2)C1 (stereo unspecified)	15	9	0	6	3.0
43	O=C(Oc1ccc(C(=S)N2CCOCC2)cc1)c1ccc([N+](=O)[O-])cc1	-6	-4	-1	6	-2.4
44	COc1ccc(C=NCCC2(O)CC(C)N(C)CC2C)cc1 (stereo unspecified)	3	9	1	0	-8.3
45	O=C(CCNC(=O)c1ccc([N+](=O)[O-])cc1)Nc1ccc(S(=O)(=O)N2CCOCC2)cc1	2	-2	0	19	0.5
46	Cc1c(Nc2scc(-c3ccccc3)[n+]2-c2ccccc2)c(=O)n(-c2ccccc2)n1C	1	-5	-1	11	0.1

cpd	Neddylation inh	STEP inh	Tb MetRS inh	SUMO1 PPI mod	SKN-1 block
37	i	-2	-0.2	3	22
38	i	3	-0.6	5	7
39	i	3	-0.4	-10	8
40	i	2	-1.0	-8	-16
41	i	-2	0.7	2	12
42	i	5	0.6	9	5
43	i	1	-0.1	-24	8
44	i	-2	-1.3	-2	-5
45	i	3	-0.2	-34	3
46	i	5	-0.9	-2	0

Another view of part of the listing above:
42	CC(CCc1ccccc1)NC(=O)C1CCCN(c2nnc(-n3cccc3)s2)C1 (stereo unspecified)
  NadD block: 15 | Scp1 inh: 9 | DNMT1 inh: 0 | CendR NRP1 mod: 6 | LMPTP block: 3.0 | Neddylation inh: i | STEP inh: 5 | Tb MetRS inh: 0.6 | SUMO1 PPI mod: 9 | SKN-1 block: 5

43	O=C(Oc1ccc(C(=S)N2CCOCC2)cc1)c1ccc([N+](=O)[O-])cc1
  NadD block: -6 | Scp1 inh: -4 | DNMT1 inh: -1 | CendR NRP1 mod: 6 | LMPTP block: -2.4 | Neddylation inh: i | STEP inh: 1 | Tb MetRS inh: -0.1 | SUMO1 PPI mod: -24 | SKN-1 block: 8

Bioassay records from PubChem.
